Bioassay records deposited in PubChem by National Center for Advancing Translational Sciences (NCATS).
BRCA1 expr act = activators of BRCA1 expression | MCF7-BRCA1-FFLuc reporter, luminescence, 48 h; response scale: scaled: vehicle 0%, 10 µM genistein 100% | Potency, µM (highest dose often 46.1 µM), for the others: at the top dose activation, most hits filed as activators | actives 1.1% (n = 380,000) | AID 624202; active means well fitted activation curve with a large enough effect; inconclusive means small, poorly fitted or top-dose-only effect; inactive means no such curve, though single readings can be large or run the other way; further: nearly all actives have a fitted effect of over 80% in size; some results filed as inactive show a strong effect at the top dose
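MCF7-BRCA1-FFLuc cells, 2000/well in phenol-red-free MEM, attached 2 h then treated 48 h at 37 C. Luciferase luminescence read 15 min after reagent; normalized to genistein maximum activation (10microM) and DMSO, concentration-response fitted.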
An asterisk follows results filed as active; ? = inconclusive; [ ] = another dose, or the depositor's remark. Potency means the concentration at half of the fitted maximal effect. These rows are one share of the data; count on the stated rates, not on these rows.

SMILES	BRCA1 expr act
OC(c1ccc(-c2ccccc2)cc1)c1ncc(-c2ccccc2)[nH]1 (stereo unspecified)	-38%
CCN(C(=O)CSc1nnc(-c2ccccc2Cl)n1N)c1c(N)n(Cc2ccccc2)c(=O)[nH]c1=O	-2%
CC(C)(C)c1ccc(C(=O)N2CCC2(C)C(=O)Nc2ccc3nc[nH]c3c2)cc1 (stereo unspecified)	3%
O=C(c1ccco1)N1CCN(c2ncnc3scc(-c4ccc(Cl)cc4)c23)CC1	-33%
NC(c1csc(Nc2ccc(C(=O)NCCCO)cn2)n1)C1CCCCC1 (stereo unspecified)	9%
C[C@@H]1CN([C@H](C)CO)C(=O)CCCn2nncc2CO[C@H]1CN(C)C(=O)Nc1cccc2ccccc12	-8%
C#CCOCCOCCOCCNc1nc(N2CCN(C(=O)Cn3cc(CC(C)O)nn3)CC2)nc(N2CCN(C(=O)[C@H](C)n3cc(CCC(=O)O)nn3)CC2)n1 (stereo partly specified)	10%
Cc1ccc(NC(=O)CCc2ccccc2)cc1C	13µM*
Cn1nc(-c2cccnc2)nc2c(=O)n(C)c(=O)nc1-2	-80%
Cn1c(CO)nc2c3ccccc3ccc21	26%
C[C@H](CO)N1C[C@H](C)[C@@H](CN(C)C(=O)c2cccc(F)c2)Oc2cc(-c3cncnc3)ccc2S1(=O)=O	-2%
COc1ccc(CC(N)c2csc(NC(=O)c3cc(C(C)(C)C)nn3Cc3ccccc3)n2)cc1 (stereo unspecified)	-68%
Cc1cccc(CN2CCN(C3CN(Cc4cn(Cc5cc(C)cc(C)c5)nn4)S(=O)(=O)C3)CC2)c1 (stereo unspecified)	0%
COc1ccc(C(=O)N/C(=C\c2ccc(Cl)cc2)C(=O)NCc2ccncc2)cc1	-19%
CN1CCN(c2cc(-c3ccc4ccccc4c3)nc3ccnn23)CC1	6%
CCCS(=O)(=O)NC(=O)C1(C)CCCN(C(=O)c2cc(F)ccc2C)C1 (stereo unspecified)	10%
Cc1ccccc1OCC(=O)NCC(=O)OCc1cccc2ccccc12	5%
CCCNC(=O)C1(C)CCN(C(=O)c2cccc(C(F)(F)F)c2)C1 (stereo unspecified)	14%
CCCCn1c(N)c(N(CCOC)C(=O)COC(=O)c2ccccc2NCCO)c(=O)[nH]c1=O	-11%
O=C(CSc1ncccn1)NNC(=O)c1ccccc1	3%
O=c1c2ccccc2c2ccccc2c(=O)n1Cc1ccc2c(c1)OCO2	-1%
CCN1C(=O)[C@H]2[C@H]3CN=C(SC)N3[C@@](C)(C(=O)OC)[C@H]2C1=O	1%
O=[N+]([O-])C1C(c2ccccc2)C12c1ccccc1-c1ccccc12 (stereo unspecified)	-81%[inhibitor]
O=c1ncn(C2CCCCC2)c(=O)[nH]1	-6%
CCOC(=O)[C@]12CCC=C1N(Cc1cccc3ccccc13)C(=O)[C@H](CC(=O)N1CCCCC1)C2	-22%
CCOC(=O)[C@]12CCC=C1N(CCC1=CCCCC1)C(=O)[C@H](CC(=O)N1CCOCC1)C2	-3%
Cc1c(C(=O)NCc2cccs2)sc(=O)n1Cc1ccc(S(C)(=O)=O)cc1	8%
CC(=O)c1ccc2ccccc2c1OC(=O)c1ccncc1	-2%
CC1CCc2c(sc3nc(C4CC4)nc(N4CCN(C(=O)c5ccco5)CC4)c23)C1 (stereo unspecified)	-71%[inhibitor]
NC(=O)C1CCN(C(=O)c2cc(S(=O)(=O)N3CCN(c4ccccc4)CC3)ccc2Cl)CC1	-10%
COc1ccc(CC(=O)Nc2nc(OCCN3CCCC3=O)cnc2-c2cccc(C(F)(F)F)c2)cc1	1%
COc1ccccc1CCC(=O)Nc1ccc2c(c1)c(=O)n(C)n2C	0%
O=C(NCc1ccc(Cl)nc1)c1csc(COCCO)n1	-1%
O=[N+]([O-])c1ccccc1N=NNc1ccccc1	40%
CC1(C)CCC(=O)N2CC[C@H]3c4cc5ccccc5nc4C[C@@H]1[C@H]32	-5%
O=C1[C@@H](c2ccccc2)CC[C@@H]2C=CC[C@H]3CCN1[C@@H]32	0%
Cc1ccc(S(=O)(=O)Nc2ccccc2N=Cc2c(F)c(F)c(F)c(F)c2F)cc1	-9%
Cc1ccc(S(=O)(=O)Oc2cccc([N+](=O)[O-])c2)cc1	-17%
CC(=O)Nc1cc(-c2ccccc2)cn2c(-c3ccc(F)cc3)cnc12	-8%
CC(C(=O)N1CCc2ccccc21)N1CCN(S(=O)(=O)c2ccc3c(c2)OCCCO3)CC1 (stereo unspecified)	-5%

The final two entries of the part above are carried over, then new ones follow:
SMILES	BRCA1 expr act
CC(=O)Nc1cc(-c2ccccc2)cn2c(-c3ccc(F)cc3)cnc12	-8%
CC(C(=O)N1CCc2ccccc21)N1CCN(S(=O)(=O)c2ccc3c(c2)OCCCO3)CC1 (stereo unspecified)	-5%
COCCN(Cc1ccccc1)C(=O)c1cccc(S(=O)(=O)N2CCN(Cc3ccccc3)CC2)c1	-62%
COc1ccc(C(NC(=O)C2CCN(CCCc3ccccc3)CC2)c2ccccn2)cc1 (stereo unspecified)	0%
Cc1c(Cl)cccc1-n1cnc(=O)c2ccccc21	-6%
COc1ccccc1C1OCC(C)([N+](=O)[O-])CO1 (stereo unspecified)	1%
COc1ccc(/C=C/c2ccccn2)cc1OC	2%
COc1ccc(O)c(/C=N/Nc2nc(C)cc(-c3ccccc3)n2)c1	-41%
CN1CC2(Cc3cc([N+](=O)[O-])ccc31)C(=O)OC(C)(C)OC2=O	22%
COc1cc(N(C)C)ccc1/C=C/c1ccnc2ccccc12	?
O=C(O)C(Cc1ccnc2ccccc12)=NO	-1%
Cc1ccc2c(C)c(C(=O)Nc3cccnc3)oc2c1C	7%
CCCN1CNc2c(c(=O)[nH]c(=S)n2CCc2ccsc2)C1	2%
Cn1c(C(=O)NN)cc2cc(OCc3ccccc3)ccc21	0%
CN(C(=O)c1ccc(NC(=O)Cc2ccc(NC(=O)C3CCN(C(=O)c4ccccc4)CC3)cc2)cc1)C1CCCC1	-2%
C(=C\c1c[nH]c2ccccc12)/c1ccnc2ccccc12	-57%
C[C@@H]1CN([C@H](C)CO)C(=O)c2cc(Br)cnc2O[C@@H]1CN(C)C(=O)Nc1ccccc1	3%
CSc1nc(SCc2ccccc2)[nH]c(=O)n1	-4%
CC(C)C[C@H]1CN(CCCC[C@@H]2CNC(=O)C(=O)N2CCc2ccccc2)C(=O)C(=O)N1CCc1ccc(O)cc1	4%
Nc1cccnc1S(=O)(=O)c1cccc(C(F)(F)F)c1	-18%
CSc1nc(N)c2cn[nH]c2n1	-5%
O=C(C1CCC(Cn2c(=S)[nH]c3ccccc3c2=O)CC1)N1CCN(c2ccccc2)CC1 (stereo unspecified)	-80%
CC1=C(C(=O)N(C)C)CC(CC(=O)NC(c2ccccc2)c2ccccc2)C(=O)N1Cc1ccc(C(C)(C)C)cc1 (stereo unspecified)	-33%
CCOc1cc(OCC)cc(C(=O)N2CCC[C@H]2C(=O)N2CCC[C@H]2C(=O)NCc2cccc(OC)c2)c1	-26%
CC(C)COC(=O)N1CCCCC1c1cc(C(=O)Nc2ccc3c(c2)OCO3)no1 (stereo unspecified)	-12%
O=C(NCC(c1ccco1)N1CCN(c2ccccc2)CC1)C1CCCCC1 (stereo unspecified)	-1%
CNc1cc(=O)n(C)c(=O)n1-c1ccccc1	0%
Cn1c(=O)[nH]c(=O)c2c1nc(N1CCCCC1)n2CCSc1ncccn1	1%
CC(C)C[C@@H](CNCC(=O)[C@H](C)NC(=O)c1[nH]cnc1C(=O)N[C@@H](C)CN)NC(=O)c1nc[nH]c1C(=O)N[C@@H](CO)C(=O)O	16%
c1cc(-c2cnc3cccnn23)c2cccnc2c1	-9%
Cc1ccc(C(=O)OCC(=O)Nc2cccc(Br)c2)s1	-1%
CC(C(=O)N1CCCCC1)N(C)CC(=O)Nc1ccc(F)c(F)c1F (stereo unspecified)	23%
O=C(COc1ccc(S(=O)(=O)N2CCOCC2)cc1)NCCc1ccc(Cl)cc1	3%
CCOC(=O)c1ccc(NC(=O)c2c(N)n(C)c(=O)n(C)c2=O)cc1	-1%
CC/C(=N\N=C(/CC)c1ccccc1N)c1ccccc1N	24%
O=C(c1ccco1)N1CCN(c2ccc([N+](=O)[O-])cn2)CC1	9%
O=C(NCc1ccncc1)[C@@H]1CCCN1C(=O)[C@@H]1CCCN1C(=O)c1cccc2ccccc12	-1%
CNc1ccc(/C=C/c2ccnc3ccccc23)cc1	7%
COc1cccc(CNc2nc(NCc3cccs3)nc3ccsc23)c1	-5%
COCCNC(=O)C1CCCN(Cc2ccccc2F)CC1 (stereo unspecified)	5%
CC(C)CC(N)c1csc(Nc2cnccn2)n1 (stereo unspecified)	-8%
CC(=O)Nc1cccc(-c2ccnc3c2CC(C(=O)NCc2cccnc2)O3)c1 (stereo unspecified)	-36%
C[C@@H]1CN([C@@H](C)CO)C(=O)CCCn2nncc2CO[C@@H]1CN(C)C(=O)Nc1cccc2ccccc12	-1%
O=C(Cc1cccc(NC(=O)C2CCN(S(=O)(=O)c3cccc([N+](=O)[O-])c3)CC2)c1)Nc1cccc(C(=O)N2CCOCC2)c1	8%
CCCOc1ccc(F)cc1-c1cc(C(=O)Nc2ccc(OC)cc2OC)[nH]n1	-19%
Cc1ccc(S(=O)(=O)N2CCCCC2)cc1NC(=O)COC(=O)c1cccc(O)c1	9%
COc1ccc(CCN(C)C(=O)c2cc(-c3ccc(C)cc3)nc3ccccc23)cc1OC	-38%
CCN(CC)C(=O)c1cccc(-c2csc(C(O)(c3ccccc3)C(F)(F)F)n2)c1 (stereo unspecified)	-51%
C[C@H]1CN([C@@H](C)CO)S(=O)(=O)c2ccc(Br)cc2O[C@@H]1CN(C)C(=O)c1cccnc1	0%
C=CCc1cc(C=Nc2ccc(N3CCOCC3)cc2)cc(OCC)c1O	-14%
CC1=NN(C(N)=S)C(=O)C1N=Nc1c(C)n(C)n(-c2ccccc2)c1=O (stereo unspecified)	-3%
Cc1ccn(CC(=O)N2CCCC(N3CCN(c4cccc(C(F)(F)F)c4)CC3)C2)n1 (stereo unspecified)	-26%

Later entries.
SMILES	BRCA1 expr act
O=S(=O)(O)C(c1ccccc1)C1(O)CCCCC1 (stereo unspecified)	0%
O=C(CN1CCCCC1)Nc1ccc(S(=O)(=O)c2ccc(NC(=O)CN3CCCCC3)cc2)cc1	-12%
C[C@H]1CN([C@@H](C)CO)C(=O)CCCn2cc(nn2)CO[C@@H]1CN(C)C(=O)Nc1ccccc1	-1%
COc1cc(C2c3cc4c(cc3OC(NCc3ccccc3)C2C)OCO4)cc(OC)c1OC (stereo unspecified)	-74%
O=C(c1cccc(S(=O)(=O)NCc2ccccc2)c1)N1CCN(c2ccccc2Cl)CC1	-39%
COc1cc2c(c(OC)c1OC)-c1ccc(OC)c(=O)cc1C(N)CC2 (stereo unspecified)	?
CC[N+](CC)(CC)c1ccc(/C=C/c2ccc3ccccc3n2)cc1	-56%
N#Cc1ccc(Nc2nc(-c3ccccc3)cs2)cc1	11%
O=C(Nc1ccc2c(c1)OCCO2)C1c2ccccc2OCC(=O)N1Cc1ccco1 (stereo unspecified)	-1%
CCOc1ccc(CCN2C(=O)C(=O)N([C@@H](CC(C)C)CN3CCC[C@@H]3CN3C(=O)C(=O)NC[C@@H]3CC(C)C)C[C@@H]2Cc2ccccc2)cc1	1%

Exported as labelled records: entries from further up.
C[C@H]1CN([C@@H](C)CO)C(=O)CCCn2cc(nn2)CO[C@@H]1CN(C)C(=O)Nc1ccccc1
  BRCA1 expr act: -1%

O=S(=O)(O)C(c1ccccc1)C1(O)CCCCC1 (stereo unspecified)
  BRCA1 expr act: 0%

O=C(Nc1ccc2c(c1)OCCO2)C1c2ccccc2OCC(=O)N1Cc1ccco1 (stereo unspecified)
  BRCA1 expr act: -1%

COc1cc2c(c(OC)c1OC)-c1ccc(OC)c(=O)cc1C(N)CC2 (stereo unspecified)
  BRCA1 expr act: ?

Look-ups from the entries so far:
Reading for `C[C@H]1CN([C@@H](C)CO)C(=O)CCCn2cc(nn2)CO[C@@H]1CN(C)C(=O)Nc1ccccc1` under BRCA1 expr act: -1%
Reading for `O=S(=O)(O)C(c1ccccc1)C1(O)CCCCC1` (stereo unspecified) under BRCA1 expr act: 0%
Reading for `O=C(c1cccc(S(=O)(=O)NCc2ccccc2)c1)N1CCN(c2ccccc2Cl)CC1` under BRCA1 expr act: -39%

More results follow.
SMILES	BRCA1 expr act
Cc1c(N=O)c(-c2ccccc2)n(O)[n+]1[O-]	57%
CC(=NOC(=O)c1ccc(Cl)cc1)c1nccs1	13%
CCOC(=O)[C@]12CCCC=C1N(Cc1ccc(Cl)cc1Cl)C(=O)[C@H](CC(=O)NCCC(C)C)C2	-32%
Cc1ccc(C)c(C(O)c2ncc(-c3ccccc3Cl)[nH]2)c1 (stereo unspecified)	8%
CCC1(C)COC(c2ccc(OC)c(OC)c2)OC1 (stereo unspecified)	-8%
COCCCNC(=O)c1cccc2c(-c3ccc(OC)cc3C)coc12	-33%
C[C@H]1CN([C@@H](C)CO)C(=O)c2cc(Br)cnc2O[C@H]1CN(C)C(=O)C1CC1	8%
Cc1ccc(-c2noc(CC(=O)c3ccc([N+](=O)[O-])cc3)n2)cc1	-1%
O=C(CCNC(=O)c1ccc([N+](=O)[O-])cc1)Nc1cc(C(F)(F)F)ccc1N1CCOCC1	-23%
CCCNC(=O)C1(C)CCN(Cc2csc3ccccc23)C1 (stereo unspecified)	11%
CN(C)C1CN(Cc2cn(Cc3ccc(F)cc3)nn2)S(=O)(=O)C1 (stereo unspecified)	2%
CN(c1cc2c(c3c1ccn3C)C1CCC2C1)C1CCCCC1 (stereo unspecified)	-17%
